From PubChem
Vif-A3G inh = Vif-A3G binding inhibition; AID 602310; Potency, µM (titrated, usually from 46.1 µM), for the others: top-dose activity, negative = active, most hits filed as inhibitors; 410,000 tested, 0.076% active; HeLa A3G-eYFP + Vif (tagged APOBEC3G with the HIV-1 protein that degrades it), YFP fluorescence, overnight;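 note: potency is the fitted concentration of half-maximal effect; % is set by controls: 0 for no effect and ±100 for the full control effect; nearly all actives have a fitted effect of over 60% in size; hits raise eYFP signal because A3G escapes Vif-driven loss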
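HeLa cells stably expressing Vif and C-terminally eYFP-tagged A3G, seeded overnight at 37 deg C, then exposed to compound by pintool overnight at 37 deg C. Rise in yellow fluorescence (Ex 488/Em 500-530, Acumen) marks blocked Vif-driven A3G degradation.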
D1 ag = human D1 receptor agonism; P21728; HEK293 T-REx D1 cells, calcium flux, agonist mode; activation, % at 2 µM; 360,000 tested, 1% active; AID 504660; in the data active = activation above about 30%; note: 0% is about no effect
Target sequence (P21728 whole entry, looked up): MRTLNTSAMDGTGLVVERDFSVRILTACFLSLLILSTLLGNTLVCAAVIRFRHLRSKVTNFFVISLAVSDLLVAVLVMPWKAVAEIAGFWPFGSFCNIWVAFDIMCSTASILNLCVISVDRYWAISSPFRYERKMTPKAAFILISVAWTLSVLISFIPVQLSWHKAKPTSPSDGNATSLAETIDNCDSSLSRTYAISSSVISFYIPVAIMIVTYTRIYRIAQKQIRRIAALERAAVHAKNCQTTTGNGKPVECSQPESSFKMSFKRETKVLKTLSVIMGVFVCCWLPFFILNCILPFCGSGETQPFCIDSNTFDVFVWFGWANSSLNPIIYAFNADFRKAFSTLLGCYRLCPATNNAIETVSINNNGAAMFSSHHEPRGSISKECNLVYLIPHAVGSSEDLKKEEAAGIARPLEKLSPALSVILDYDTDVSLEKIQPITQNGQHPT
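Tetracycline-induced HEK293 TREx D1 cells, force-coupled to calcium signalling, were dye-loaded with a no-wash calcium kit. Compound was pin-added after a 10 s baseline. Fluorescence was read kinetically at 1 cycle/s for 180 s, with calcium rises flagged as agonism.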
LDHA block = blocks human lactate dehydrogenase A; 480,000 tested, 0.15% active; purified LDHA, NADH/diaphorase-resazurin fluorescence; hits give low values; P00338; AID 1347041; activity change, % (values are at about 110 or 230 µM); in the data active = activity change below about -30%; inconclusive = mostly about -25% to -30%;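 note: plate controls were DMSO wells for no effect and wells without enzyme for full effect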
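Resorufin fluorescence (ex540/em590), read at 0 and 20 min after diaphorase/resazurin addition, reports the NADH left after a 5 min room-temperature reaction of 2 nM human LDH5 with 0.06 mM NADH and 0.2 mM pyruvate.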
Glioma ERSR ind = ER stress response induction in glioma; U87-MG GRP78 promoter luciferase reporter, 16 h; Potency, µM, for the others: at the highest dose activation, usual class: activators; 420,000 tested, 0.02% active; AID 602332; note: potency is the fitted concentration of half-maximal effect; series mostly up to about 76 µM; % of control where 0% means no effect; nearly all actives have a fitted effect of over 35% in size
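Stably transfected U87-MG human glioma cells carrying a GRP78-based luminescent sensor were seeded at 1000 cells/well, pin-dosed with compounds and incubated 16 h. Luciferase reagent was then added, and end-point luminescence was read after 10 min at room temperature.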
D2 PAM = positively modulates the human D2 dopamine receptor allosterically | HEK293 T-REx D2, calcium flux, EC20 dopamine potentiation | potentiation, % at 10 µM | 340,000 tested, 0.34% active;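 active = potentiation over 3 SD above the plate norm, cut at about 30% in these data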; note: 0% is about no effect
Target sequence (P14416 whole entry, looked up): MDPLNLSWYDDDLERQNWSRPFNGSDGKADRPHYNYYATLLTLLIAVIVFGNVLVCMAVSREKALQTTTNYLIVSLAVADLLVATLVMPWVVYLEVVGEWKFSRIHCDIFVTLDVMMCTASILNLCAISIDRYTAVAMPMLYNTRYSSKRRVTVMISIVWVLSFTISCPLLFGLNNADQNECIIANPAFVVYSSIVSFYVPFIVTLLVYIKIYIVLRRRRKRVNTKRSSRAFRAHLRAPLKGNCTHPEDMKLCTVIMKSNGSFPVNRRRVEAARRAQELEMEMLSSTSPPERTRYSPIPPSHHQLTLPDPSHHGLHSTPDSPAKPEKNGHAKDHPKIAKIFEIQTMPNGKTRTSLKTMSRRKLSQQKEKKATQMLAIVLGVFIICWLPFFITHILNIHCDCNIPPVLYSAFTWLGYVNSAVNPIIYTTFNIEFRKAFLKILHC
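Potentiation of an EC20 dopamine calcium response is measured in a force-coupled, tetracycline-inducible Hek293 Trex D2 line. Compound-only kinetic reads over 180 s flag agonists before dopamine addition.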
D1 antagonist = blocks dopamine activation of the human D1 receptor; HEK293 TREx D1 cells, calcium flux, dopamine EC80; hits give low values; activity change, negative = inhibition, % at 10 µM; 360,000 tested, 3.2% active; AID 504652; in the data active = activity change below about -30%; note: % is set by controls: 0 for no effect and ±100 for the full control effect
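Kinetic fluorescence of a calcium dye serves as the read-out. D1-expressing Hek293 Trex cells, induced overnight at 30 C, are exposed to compound for 180 s before an EC80 dopamine addition, then read 180 s further.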
Vif-APOBEC3F blk = blocks the Vif interaction with APOBEC3F; HeLa A3F-eYFP + Vif (tagged APOBEC3F with the HIV-1 protein that degrades it), YFP fluorescence increase; 390,000 tested, 0.2% active; AID 602313; Potency, µM (top dose mostly 46.1 µM), without a hit: at the highest dose activity, negative = active; note: potency is the fitted concentration of half-maximal effect; % of control where 0% means no effect; nearly all actives have a fitted effect of over 65% in size
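Fluorescence increase (Ex 488/Em 500-530) after overnight compound treatment at 37 deg C flags inhibition of Vif-driven A3F-eYFP loss in stable HeLa A3F-eYFP/Vif cells seeded overnight beforehand.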
RXFP1 agonist = agonists of human relaxin receptor RXFP1. HEK293T-RXFP1 cAMP TR-FRET, 30 min; response scale: percent of porcine relaxin response, buffer zero. Potency, µM (doses to about 57.5 µM), inactives show at the top dose activation, usual class: activators. 370,000 tested, 0.3% active; note: potency is the fitted concentration of half-maximal effect; % is set by controls: 0 for no effect and ±100 for the full control effect; nearly all actives have a fitted effect of over 60% in size; many of its hits are not listed in these tables
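Agonist response is measured as cAMP accumulation in an RXFP1-transfected HEK293T line under PDE4 inhibition. Values are scaled between buffer-only and 29 nM porcine relaxin, and EC50s come from standard Hill equation fits.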
D1 PAM = human D1 dopamine receptor positive modulation | P21728 | HEK293 TREx D1 cells, calcium flux, dopamine EC20 potentiation | potentiation, % at 10 µM | 360,000 tested, 0.036% active; in the data active = potentiation above about 30%; note: 0% is about no effect
An asterisk follows results filed as active; ? = inconclusive; / = not tested or not shown; & = joins results of further samples. Unless noted, calls come from the whole dose curve; as a rule, active = well fitted curve in the direction sought with a large enough effect; inconclusive = small, poorly fitted or top-dose-only effect, or another doubt; inactive = no such curve, though single readings can be large; an effect the other way counts as inactive or inconclusive. A portion of the library, so the mix of outcomes need not match the whole.

SMILES,Vif-A3G inh,D1 ag,LDHA block,Glioma ERSR ind,D2 PAM,D1 antagonist,Vif-APOBEC3F blk,RXFP1 agonist,D1 PAM
CCC(=O)N(Cc1cc2cc(OC)ccc2[nH]c1=O)c1cc(C)ccc1C,-16%,4,-2,3%,-2,7,-8%,0.3%,0
Cn1c(=O)c2c(-c3ccccc3F)c3c(nc2n(C)c1=O)-c1ccccc1C3O (configuration not stated),0%,0,5,-6%,-4,8,-3%,2.4%,0
CCN1CCN(c2cc3c(cc2F)c(=O)c(S(=O)(=O)c2cc(C)cc(C)c2)cn3CC)CC1,1%,-2,-10,0%,3,-12,-25%,4.5%,0
C/C(=N\Nc1cc(N2CCOCC2)ncn1)c1cccc([N+](=O)[O-])c1,-4%,2,3,-1%,-8,-8,-17%,-2.0%,4
O=C(NCc1c(O)ccc2ccccc12)c1ccccc1,-2%,5,-2,2%,/,5,-11%,-0.7%,-6
O=C(NCc1ccco1)c1nnc(Cc2ccc(F)cc2)o1,1%,1,-5,-3%,-9,-4,-3%,-0.4%,1
CC(=O)Nc1cccc(NC(=O)CSc2ncc(-c3ccccc3)[nH]2)c1,-10%,2,-1,-1%,6,-2,-2%,-0.6%,-2
CCc1ccc(N2C(=O)CN(Cc3cc(OC)c(OC)c(OC)c3)C2=S)cc1,1%,5,-5,-6%,7,9,1%,0.0%,-8
O=C(N=Nc1c(O)n(C2OC(=O)c3ccccc32)c2ccccc12)c1ccc(O)cc1 (configuration not stated),0%,3,2,-3%,-2,12,5%,1.7%,-8
CCc1nn(CC(=O)NCCCN2CCOCC2)c(=O)c2cc3c(OC)cccc3n12,4%,/,1,-4%,/,/,4%,/,/
CCn1c2ccccc2c2cc(CNCCCN3CCOCC3)ccc21,3%,5,-6,-5%,-10,-8,2%,-0.1%,-4
CCCCOCP(=O)(CC)COCCCC,-1%,1,-3,-2%,6,-1,-1%,0.5%,-3
Nc1ccc(OCc2ccco2)cc1,0%,2,-1,0%,1,8,-6%,0.0%,0
CC(C)Cn1c(=O)c2ccccc2n2c(CCC(=O)NC(C)c3ccccc3)nnc12 (configuration not stated),7%,-1,-10,-4%,18,8,5%,5.0%,-3
CC1CCN(C(=O)Cn2c(=O)c3cccn3c3ccccc32)CC1,1%,2,0,-5%,/,-22,2%,1.8%,0
CCCOc1ccc(N2C(=O)CC(N(CCc3ccc(OC)cc3)C(=O)c3cccc(F)c3)C2=O)cc1 (configuration not stated),-24%,2,1,-2%,2,5,-10%,-0.3%,-12
CN(CC1COc2ccccc2O1)C(=O)CCNS(=O)(=O)c1ccc(F)c(Cl)c1 (configuration not stated),2%,/,0,-6%,/,/,3%,/,/
CC1(c2ccccc2Cl)NC(=O)N(CC(=O)N2CCN(S(=O)(=O)c3ccccc3)CC2)C1=O (configuration not stated),-4%,5,-4,-4%,-1,43,1%,0.0%,-4
CN(C[C@H](Cc1ccccc1)N(C[C@H](Cc1cccc2ccccc12)N(CCc1ccccc1)N=O)N=O)N=O,-6%,4,0&9,-3%,1,-7,2%,-1.1%,-9
COC(=O)c1ccc(NC(=O)CN2C(=O)C3C4C=CC(C4)C3C2=O)cc1 (configuration not stated),-3%,2,-8,3%,3,-9,-2%,0.1%,7
O=C(CCNS(=O)(=O)c1c(Cl)cccc1Cl)OCC(=O)c1ccccc1F,1%,21,-6,0%,6,4,-1%,-0.8%,-7
Cc1ccc(C(=O)CSc2nnc(CNc3nc(-c4ccccc4)cs3)n2C)cc1,0%,1,-6,-6%,29,-17,8%,-0.6%,2
O=C(O)/C(=C1/OC(=O)c2ccccc21)c1ccccc1,5%,1,-1,-1%,1,-11,2%,-0.9%,-5
CC(=O)c1cccc(NC(=O)Nc2c(C)n(C)n(-c3ccccc3)c2=O)c1,1%,1,-4,-5%,1,-1,2%,0.3%,-3
Cc1ccc(S(=O)(=O)NC(C)C(=O)NC2CC2)cc1 (configuration not stated),-3%,4,-4,-4%,9,-2,1%,-1.0%,2
Cc1ccccc1CN1CCc2cc([N+](=O)[O-])ccc21,3%,3,6,-4%,1,-11,0%,-0.4%,0
COCCCNc1nc2c(c(=O)n(Cc3ccc(OC)cc3)c(=O)n2C)n1C,-2%,1,-4,7%,-14,-8,11%,0.3%,2
O=c1c2c(nc3cc(-c4ccc(Cl)cc4)[nH]n13)CCS2,4%,0,1,4%,-13,-26,8%,3.8%,-5
COc1ccc(NC(=O)CSc2nnc(CNc3ccc(C)cc3)n2C)cc1,-4%,1,-5,-2%,3,-25,-10%,0.2%,3
Cc1ccc(NC(=S)NCCc2ccccc2)c(C)c1,0%,4,-4,5%,-3,3,2%,-0.8%,2

One compound at a time, from the list above:
C/C(=N\Nc1cc(N2CCOCC2)ncn1)c1cccc([N+](=O)[O-])c1 reads Vif-A3G inh: -4%; D1 ag: 2; LDHA block: 3; Glioma ERSR ind: -1%; D2 PAM: -8; D1 antagonist: -8; Vif-APOBEC3F blk: -17%; RXFP1 agonist: -2.0%; D1 PAM: 4
Cc1ccccc1CN1CCc2cc([N+](=O)[O-])ccc21 reads Vif-A3G inh: 3%; D1 ag: 3; LDHA block: 6; Glioma ERSR ind: -4%; D2 PAM: 1; D1 antagonist: -11; Vif-APOBEC3F blk: 0%; RXFP1 agonist: -0.4%; D1 PAM: 0

More compounds.
SMILES,Vif-A3G inh,D1 ag,LDHA block,Glioma ERSR ind,D2 PAM,D1 antagonist,Vif-APOBEC3F blk,RXFP1 agonist,D1 PAM
COc1ccccc1CNS(=O)(=O)c1cc(C(=O)Nc2cccc(C(F)(F)F)c2)ccc1F,10%,0,5,-3%,4,-23,1%,0.9%,-4
O=C(O)c1ccc2nnn(O)c2c1,-3%,3,-2,-3%,-2,3,1%,0.4%,-6
COc1ccc(C(CNc2ccc(S(=O)(=O)N3CCN(C)CC3)cc2[N+](=O)[O-])N(C)C)cc1 (configuration not stated),-1%,0,-5,-2%,-15,4,-8%,-1.0%,0
CCC(=O)Nc1ccc(-c2nnc(SCc3ccc(C(=O)Nc4nccs4)cc3)n2CC)cc1,1%,6,-9,0%,-9,-1,-5%,1.1%,-10
CCC(C)c1ccc(S(=O)(=O)N2CC(=O)Nc3ccccc32)cc1 (configuration not stated),0%,10,-3,-5%,16,-8,-6%,2.2%,-10
CC(=O)c1cc(-c2ccc(F)cc2)n(CC(=O)Nc2cc(C)cc(C)c2)c1C,-3%,3,-9,-4%,-7,0,-4%,1.0%,-1
O=C(Nc1cccc(F)c1)[C@H](CSCc1ccccc1)N1Cc2ccccc2C1=O,2%,10,-5,2%,-2,0,0%,-0.7%,-5
COC(=O)c1ccccc1OC(=O)c1cccnc1,2%,0,-10,-6%,/,-18,0%,0.1%,0
COc1ccc(NC(=O)Nc2cc(C)cc(C)c2)cn1,-2%,4,1,-1%,8,-2,-1%,8.5%,-2
COc1ccc([C@H]2C[C@H](n3cc(-c4ccc(F)cc4)nn3)[C@@H](O)CN2C(=O)C2CCCCC2)cc1,-7%,/,-16,-1%,/,/,-6%,/,/
c1ccc(Nc2ccc3c4c(cccc24)CC3)cc1,?,3,-1,0%,-10,5,?,0.3%,4
O=C(COC(=O)c1cc(Br)ccc1O)NNC(=O)c1ccc([N+](=O)[O-])cc1,-8%,4,1,0%,5,6,-11%,0.6%,-5
O=S1(=O)N=C(N/N=C/c2ccc(Br)o2)c2ccccc21,0%,0,-5,-5%,-6,-5,?,0.1%,-3
COc1cc(/C=N/NC(=O)C(=O)NCc2ccco2)cc(Cl)c1O,-6%,0,2,-4%,-1,-8,1%,-5.2%,2
Cc1c(C(=O)N2CCOCC2)c(S(=O)(=O)Nc2ccc(C(C)C)cc2)c(C)n1C,-1%,0,1,1%,4,-3,0%,1.0%,-3
CCn1c(SCC(=O)Nc2nnc(C)s2)nc2c(c1=O)SC(C)C2 (configuration not stated),-3%,0,-3,-5%,4,9,4%,-0.1%,-4
CCn1nc(NC(C)=O)c2cc3cccc(C)c3nc21,-5%,1,-13,-3%,8,-4,-3%,0.3%,4
Cc1csc(CN(C)C(=O)C2CCC(=O)N(CCN(C)C)C2)n1 (configuration not stated),1%,2,-1,-7%,0,5,1%,0.3%,0
Cc1cc(CNC(=O)c2ccc3c(c2)OCO3)c2ccccc2n1,-14%,2,11&2,-2%,-3,/,1%,3.6%,-7
Cc1c(C(=O)N2CCOCC2)c(S(=O)(=O)Nc2ccccc2)c(C)n1C,2%,1,-1,-4%,-8,2,6%,4.7%,14
Cn1c(=O)n(C)c2cc([N+](=O)[O-])c(N3CCN(C(=O)c4cccc(Cl)c4)CC3)cc21,-10%,4,-9,-3%,-10,-14,3%,1.4%,-4
Cc1cc(C)c2[nH]c(C(=O)Nc3ccc(F)cc3Br)cc2c1,-1%,0,-6,-3%,-1,-2,14%,?,-8
N#C/C(=C\c1ccccc1)C(=O)NCc1ccc(F)cc1,0%,2,-5,15%,-6,3,-31%,1.1%,-13
O=C(COc1ccc(Cl)cc1)N1CCN(C(=O)c2cccc(F)c2)CC1,1%,-1,-2,-3%,-1,-3,9%,-0.6%,-3
O=C(Nc1nnc(C2CC2)s1)C1Cc2ccccc2CN1C(=O)c1ccco1 (configuration not stated),-2%,3,-1,0%,-1,13,1%,2.3%,-7
COc1ccc(NC(=O)CN2CCN(CC(=O)Nc3ccc(OC)cc3)CC2)cc1,0%,1,0,-6%,26,15,-2%,0.5%,-3
COC(=O)COc1cccc2c(=O)n(CC(=O)NCc3ccccc3)ccc12,?,1,-5,-5%,-1,9,-7%,0.0%,6
Cc1cccc(C)c1OCCCN1CCOCC1,-1%,2,-4,0%,-8,13,2%,-0.2%,0
CC(C)(C)NC(=O)c1cc(NC(=O)c2ccco2)cc(NC(=O)c2ccco2)c1,-8%,1,-4,-3%,1,1,0%,1.4%,-2
